# Screening results (PubChem)
# ALOX12 inh = blocks human arachidonate 12S-lipoxygenase | P18054 | purified 12hLO, xylenol orange hydroperoxide absorbance | Potency, µM (highest dose often 108 µM), inactives show top-dose activity change, negative = inhibition, usual class: inhibitors | 580,000 compounds, 1.1% hits | AID 1671190; active means well fitted inhibition curve with a large enough effect; inconclusive means small, poorly fitted or top-dose-only effect, or another doubt; inactive means no such curve, though single readings can be large or run the other way
# Target sequence (P18054 whole entry, looked up): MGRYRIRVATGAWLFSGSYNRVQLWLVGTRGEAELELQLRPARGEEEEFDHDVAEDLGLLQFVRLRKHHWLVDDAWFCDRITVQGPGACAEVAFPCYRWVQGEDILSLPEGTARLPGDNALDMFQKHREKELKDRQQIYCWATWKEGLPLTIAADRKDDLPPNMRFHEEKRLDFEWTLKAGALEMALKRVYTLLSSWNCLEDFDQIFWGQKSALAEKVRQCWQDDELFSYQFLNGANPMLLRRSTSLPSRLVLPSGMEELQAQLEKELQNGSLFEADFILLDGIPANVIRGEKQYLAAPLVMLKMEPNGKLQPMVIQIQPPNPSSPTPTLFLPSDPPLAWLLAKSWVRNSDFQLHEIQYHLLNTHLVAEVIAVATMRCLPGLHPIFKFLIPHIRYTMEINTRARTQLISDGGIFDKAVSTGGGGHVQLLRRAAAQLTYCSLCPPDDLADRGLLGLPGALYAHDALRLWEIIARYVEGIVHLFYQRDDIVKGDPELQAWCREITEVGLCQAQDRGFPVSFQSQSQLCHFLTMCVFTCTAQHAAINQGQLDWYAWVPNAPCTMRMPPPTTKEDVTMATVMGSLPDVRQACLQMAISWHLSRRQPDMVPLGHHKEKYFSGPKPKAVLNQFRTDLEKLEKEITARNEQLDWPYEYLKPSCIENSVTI
#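 Hydroperoxide product was detected by ferrous iron/xylenol orange as the 573 to 405 nm absorbance ratio. Arachidonic acid at 40 uM (final) was turned over for 30 min at room temperature by 150 nM human 12hLO, pH 7.0 Hepes buffer, after 15 min compound preincubation.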
# Starred values were filed as active, the others as inactive; ? = inconclusive; [ ] = dose if it differs, or a comment. On the % scale 0 is the no-effect control and ±100 the full control effect; potency means the concentration at half of the fitted maximal effect. An excerpt (hit frequency here may not be typical).
SMILES,ALOX12 inh
CN(C(=O)c1ccc(F)cc1)C1CCCc2ccccc21 (stereo not given),19%[176 µM]
COCCCNC(=O)C(NC(=O)c1cccc(C)c1)C1CCN(C(=O)c2ccccc2)CC1 (stereo not given),57%[activator]
CN(CCNC(=O)C1CCN(C(=O)N2CC3CC(C2)[C@H]2CCCC(=O)N2C3)CC1)C1CCCCC1 (stereo not given in full),27%
Cc1noc(-c2ccccc2Cl)c1C(=O)NCCCCc1ccccc1,?
CC1(c2noc(C3CC3)n2)CCN(C(=O)CNc2ccc3nnc(-c4cccnc4)n3n2)CC1,8%
O=C(Nc1nc(-c2ccc(Cl)cc2)cs1)c1ccc(CN2CCOCC2)cc1,17%
CCc1ccc(CNC(=O)c2ccccc2SC)s1,-20%
Cc1[nH]c2ccccc2c1C(=O)C(N)=O,17%
Cn1nccc1C(=O)N1CCC2(CCCCO2)CC1,39%[activator]
COCC(=O)N1CCC2(CCCN(Cc3cc(C(F)(F)F)cc(C(F)(F)F)c3)C2)CC1,-29%[57.4 µM]
CC(NC(=S)NNC(=O)CCc1ccccc1)c1ccccc1 (stereo not given),3%
O=S(=O)(NC(c1ccccc1)c1ccccn1)c1cccs1 (stereo not given),5%
CCNC(=O)CCc1c(C)nn(-c2cccc(C)c2)c1Oc1ccccc1C,0%
CN(C)C(=O)c1cc(-c2ccc(Cl)nc2)nc2c1cnn2C,-11%[6.33 µM]
O=C(Nc1c(NCC2CCCCC2)c2ccccc2oc1=O)c1cccc(F)c1,15%
CC(Sc1nc(-c2cccs2)nc2ccccc12)C(=O)NC(C)(C)C (stereo not given),5%
Cc1ccc2nc(NC(=O)CSc3nccn3Cc3ccc4c(c3)OCO4)sc2c1,?
O=C(NCc1ccccc1)[C@@H]1CCCN1C(=O)[C@H]1CCCN1C(=O)N1CCCCC1,-11%
COc1ccccc1NC(=O)C1CCCN(c2ccc3nncn3n2)C1 (stereo not given),-17%
CC(=O)Nc1ccc(CN2C[C@@H](F)[C@@H](OCc3nc4cc(C)c(C)cc4[nH]3)C2)cc1,24%[176 µM]
CN(CC(=O)Nc1ccccc1Cl)C(=O)COc1ccc2oc3c(c2c1)CCCC3,-4%
CN(C)c1cccc(-c2cnc(Nc3ccncc3)c3c2CCO3)c1,51%[activator][176 µM]
CC(=O)c1ccc(O)cc1,-6%
O=C1NC2(CCN(S(=O)(=O)c3cccs3)CC2)Oc2ccccc21,27%
N#Cc1c(N)n[nH]c1CCCNC(=O)c1cc(-c2ccncc2)nc2ccccc12,31%[activator]
OB1Oc2ccccc2-c2ccccc21,?
COc1cccc(S(=O)(=O)N2CCCC(c3nc(-c4cnccn4)no3)CCNC(=O)CC2)c1 (stereo not given),27%
Cc1cccc(C(=O)N2CCC3(CC2)OCC(C(=O)N2CCCC2)N3C(=O)c2ccc(F)cc2)c1 (stereo not given),50%[activator]
c1cnc2c(c1)nc1n2[C@@H](CNC2CCCCC2)COC1,26%[176 µM]
CNC(=O)c1noc(CN2CCCC(CCc3ccccc3C(F)(F)F)C2)n1 (stereo not given),?
COc1ccc(C(=O)OCCN(C)C2CN(Cc3cn(Cc4cccc(F)c4)nn3)S(=O)(=O)C2)cc1OC (stereo not given),-29%
O=C1COc2cc(C(=O)NCC3CCOc4ccccc4C3)ccc2N1 (stereo not given),36%[activator]
COc1ccc(NC(=O)c2ccc(Cn3ccn4nc5c(c4c3=O)CCCC5)cc2)cc1OC,18%
Cc1cc2ccccn2c1/C=C/C(=O)C(F)(F)F,?
CCOC(=O)C1CCCN(C(=O)c2cnn(-c3ncc4c(n3)-c3ccccc3CC4)c2C)C1 (stereo not given),6%
C[C@@H]1COc2cccc(NC3CC3)c2S(=O)(=O)N1,?
Cc1c(Cc2ccccc2)c(=O)oc2c(C)c(OCC(=O)N(C)C)ccc12,6%
Cc1oc(-c2cccs2)nc1C(=O)N1CCCC1C1CCCCC1 (stereo not given),-1%
C[C@@H](NS(C)(=O)=O)c1c(-c2ccc(F)cc2)noc1C(=O)O,0%[176 µM]
CCOc1cc2c(cc1NC(=O)CC1CCCC1)OC(C)C2 (stereo not given),17%
C[C@H]1CCCN1C(=O)c1nnc(COc2cccc(C(F)(F)F)c2)n1-c1cccnc1,26%[176 µM]
CCCNc1ccc2nnc(C)n2n1,43%[activator]
CCC(C)c1ccccc1NC(=O)COc1ncnc2ccc(Br)cc12 (stereo not given),?
COc1ccc(C(=O)Nc2cc(-c3nc4ccccc4o3)ccc2C)c(OC)c1,2%
Cc1cc(C)cc(C(=O)N2CCC(c3n[nH]c(=O)n3Cc3ccc(F)cc3)CC2)c1,-10%
O=C1Nc2ccc(-c3ccccc3)cc2C(=O)N2CCN(C(=O)NC3CCCCC3)C[C@H]12,62%[activator][176 µM]
COC(=O)N1CCCC2(C1)C(=NC1CCCC1)NC(=O)N2c1cc(F)cc(F)c1 (stereo not given),76%[activator]
CCCCC(=O)Nc1ccc(-c2cc3cc(F)ccc3[nH]2)cc1,-5%
O=C(O)CNS(=O)(=O)c1cc(C(=O)O)ccc1C(=O)O,?
CC(=O)Nc1ccc(CN2CCC3(CC2)CN[S+](=O)([O-])c2ccccc2N3)cc1,10%
# Next part
SMILES,ALOX12 inh
O=C(CSc1nnc(-c2ccncc2)n1CC(F)(F)F)NCC1CC1,-7%
Cc1ccc(CNC(=O)CN2C(=O)C(c3ccccc3)=NC23CCCCC3)cc1,24%
O=c1[nH]c(CSc2nnc(N3CCCCC3)n2-c2ccccc2)nc2cc(Cl)ccc12,?
CC(C)(C)c1coc([C@@H]2COCCN2Cc2ccccc2F)n1,37%[activator][176 µM]
NS(=O)(=O)c1ccc(NC(c2ccccc2)c2ccccc2)c([N+](=O)[O-])c1,?
Cc1cccc(N2CCN(C(=O)c3ccc4c(c3)N(C)C3CCCCN3C4=O)CC2)c1C (stereo not given),6%
COc1cc(NC(=O)c2cnc(-c3ccc(F)cc3)nc2-c2ccncc2)cc(OC)c1,13%
c1ccc(-c2cc(NCCCOc3cccnc3)n3nccc3n2)cc1,82%
CNC(=O)[C@@H]1CN(Cc2cc(C(F)(F)F)ccc2Cl)C[C@H]1CO,68%[activator]
CCOc1ccc2oc(=O)cc(CN3CCN(CC(=O)Nc4ccc(F)cc4C)CC3)c2c1,59%[activator]

# Some of the entries so far, tab-delimited.
Structure	ALOX12 inh
COc1ccc(NC(=O)c2ccc(Cn3ccn4nc5c(c4c3=O)CCCC5)cc2)cc1OC	18%
CCC(C)c1ccccc1NC(=O)COc1ncnc2ccc(Br)cc12 (stereo not given)	?
Cc1cc(C)cc(C(=O)N2CCC(c3n[nH]c(=O)n3Cc3ccc(F)cc3)CC2)c1	-10%
CCOc1ccc2oc(=O)cc(CN3CCN(CC(=O)Nc4ccc(F)cc4C)CC3)c2c1	59%[activator]

# Next structures
SMILES,ALOX12 inh
CCCc1noc(-c2cccn3c(CNC(=O)c4cccnc4)nnc23)n1,58%[activator]
Cc1cccc(C(=O)Nc2ccc(OC(=O)c3ccc4c(c3)NC(=O)CCS4)cc2)c1,?
Cn1cncc1C(=O)N1CC(F)(F)C[C@H]1c1nc(C2CC2)no1,42%
COCCN1C[C@H]2CN(Cc3ncc[nH]3)CCN2C1=O,94%[activator][176 µM]
COc1ccc(Cc2nnc3n2N(C(C)=O)C(c2ccccc2)=C(C(C)=O)S3)cc1,?
CN(C)Cc1ccc(-c2cc3c(ccn3C)c(C(=O)NCc3cccnc3)n2)cc1,-28%[176 µM]
COc1cccc(C(=O)NCC2(COc3ccccc3)C[C@@H](O)[C@@H](O)C2)c1 (stereo not given in full),58%[activator][176 µM]
COc1ccc(OC)c(C2C3=C(CC(C)(C)CC3=O)Nc3ccccc3N2C(=O)C(F)(F)F)c1 (stereo not given),0%
O=C(O)c1ccc(COc2ccc(F)c(Cl)c2)o1,1%
O=c1oc2ccccc2cc1S(=O)(=O)N1CCCCCC1,0%
Cc1cnc(C2CC2)n1CC1CCNCC1,31%
Cc1ccc(S(=O)(=O)NC[C@H]2O[C@@H](CO)[C@@H](O)[C@H]2N2CCN(c3cccc(C(F)(F)F)c3)CC2)cc1,16µM*
O=C(c1ccc(Cl)cc1)N1CCC(n2cc(-c3ccccc3)[nH]c2=O)CC1,0%[6.33 µM]
FC(F)(F)c1ccccc1N/N=C/c1ccc(Cl)cc1Cl,?
COc1ccc(C(=O)Nc2nccs2)cc1C12CC3CC(CC(C3)C1)C2,43%[activator]
Clc1cccc(Cn2c(-c3cncs3)nc3ccccc32)c1,?
CN(Cc1ccccc1)Cc1cccn1C,6%[176 µM]
Cc1nn(-c2ccccc2)nc1C(=O)N[C@H](C)c1onc(-c2cccnc2)c1C(=O)O,-17%
CN(C)[C@@H]1CN(Cc2ccccn2)CC[C@]1(O)c1ccccc1,56%[activator]
COc1cccc(Nc2ncc3c(n2)C(C)(C(=O)N2CCN(c4ccccn4)CC2)CC3)c1 (stereo not given),12%

# Part of the list above, field by field.
> COc1cccc(Nc2ncc3c(n2)C(C)(C(=O)N2CCN(c4ccccn4)CC2)CC3)c1 (stereo not given)
- ALOX12 inh: 12%
> O=C(c1ccc(Cl)cc1)N1CCC(n2cc(-c3ccccc3)[nH]c2=O)CC1
- ALOX12 inh: 0%[6.33 µM]

# Next section
SMILES,ALOX12 inh
COC[C@@H]1CN(C(=O)CCc2c(C)n[nH]c2C)C[C@H]1c1ccncc1,18%
COc1ccccc1CCC(=O)NC1CCc2nn(CC3CC3)c(=O)n2CC1 (stereo not given),62%[activator]
CCOC(=O)c1nc2ccccc2nc1Nc1cccc(OC)c1,-28%
CCCN(CC1CCOC1)S(=O)(=O)c1ccc(C)c(F)c1 (stereo not given),0%
COc1cc(/C=C/c2nc(-c3ccccc3)nc(-c3ccccc3O)n2)cc(OC)c1OC,30%
C/C(=C/C(=O)c1ccccc1)NCC(O)CN/C(C)=C\C(=O)c1ccccc1 (stereo not given),-14%
CCOC(=O)C(CC)Oc1ccc2c(=O)c(Oc3cccc(C)c3)c(C(F)(F)F)oc2c1 (stereo not given),-6%
O=C(N[C@@H](Cc1cccnc1)C(=O)N1CCC[C@H]1C(=O)NC1CCCC1)c1ccccc1,-3%
COc1ccc(CCN2Cc3cc(NC(=O)Cc4ccccc4)ccc3OC(C)C2=O)cc1 (stereo not given),3%
C=CCOC(=O)C1=C(C)N=C2SC=C(CC(=O)N3CCCC3)N2C1c1cccc(OC)c1OC (stereo not given),37%[activator]
O=C(NCc1ccncc1)c1ccc2nccn2c1,-13%
O=C(O)c1cc(-c2ccccn2)nc2ccc(Cl)cc12,-9%
Cc1ccc(-n2cccc2CC(=O)NC2CCCC2)cc1,0%
COCCN1CCC(N2CCN(C(=O)CCCc3ccccc3)CC2)C1=O (stereo not given),30%
Cc1cc(C(=O)NC2CCCc3ccccc32)cs1 (stereo not given),3%
O=C(Nc1ccc(S(=O)(=O)N2CCC(Cc3ccccc3)CC2)cc1)C1=COCCO1,-45%
O=C1OC[C@@H]2CCN(Cc3cnc4ccccc4c3)Cc3ccc(F)cc3N12,-6%[176 µM]
O=C1c2cnc(-c3ccncc3)nc2OCCN1c1ccccc1,-15%[176 µM]
CN(C)c1cccc(C(=O)N2CCCC(n3cc(-c4nc(-c5ccccc5)no4)nn3)C2)c1 (stereo not given),10%
COC(=O)[C@@H]1Cc2c([nH]c3ccccc23)[C@H]2C[C@@H](NCCCn3ccnc3)C[C@@H](c3ccc(F)cc3)N21,46%[activator]
Cc1ccc(-c2cc(C(=O)O)c3ccc(C)c(C)c3n2)cc1,?
CC(C)(C)CNc1ccc(C(=O)N2CCC(CN3CCCC3=O)CC2)cn1,?
O=C1Nc2ccccc2O[C@H]2C[C@@H]1N(C(=O)Cc1ccccc1)C2,-3%[176 µM]
c1ccc(CC2=NOC3(CCN(CC4CC4)CC3)C2)cc1,0%[12.5 µM]
O=c1[nH]cccc1NS(=O)(=O)c1ccc(Cl)c(C(F)(F)F)c1,?
Cc1cnc(C(=O)N[C@@H]2CCC[C@@H]2C(=O)NCc2ccc(C(C)C)cc2)cn1,35%
CN[C@H](C(=O)N[C@H]1C[C@@](O)(C(=O)N[C@H](CC(C)C)C(N)=O)C[C@@H](O)[C@@H]1O)C(C)C,13%[176 µM]
O=C(Nc1cccc(Cl)c1)C1CCCN(c2ncnc3nc[nH]c23)C1 (stereo not given),-7%
COc1ccc(NC(=O)COc2ccc(Cl)cc2)c2cccnc12,?
Cc1ccccc1C(=O)N1CCC(CCC(=O)N2CCN(c3ccccn3)CC2)CC1,1%
CSc1ncccc1C(=O)N1CCc2nnc(C(NC(=O)c3ccoc3)C(C)C)n2CC1 (stereo not given),-9%
Cc1ccc(CCC(=O)N2CC[C@@](O)(C3CCOCC3)[C@H](C)C2)cc1,10%
CCCCCn1c(SCC(=O)Nc2ccccc2)nc2c1c(=O)[nH]c(=O)n2C,-4%
Cc1cc(NC(=O)c2cccnc2)cc(-c2nc3cc(C(C)C)ccc3o2)c1O,18%
CC(NC(=O)c1cc2n(n1)CC(c1ccc3c(c1)OCO3)OC2)c1ccccc1 (stereo not given),3%
COCCOC1CN(C2CCN(S(C)(=O)=O)CC2)C12CCCCC2 (stereo not given),20%
Cc1ccc(S(=O)(=O)N(Cc2ccc(C#N)cc2)c2nc3nc(C)cc(C)n3n2)cc1,3%
CSCC[C@H](NC(=O)Cc1ccccc1)c1nc2ccccc2[nH]1,-3%
O=C(Cc1c[nH]c2ncc(-c3ccc(F)cc3)cc12)NCc1cccnc1,?
O=S(=O)(NC1c2ccccc2Oc2ccccc21)c1cccs1,6%
CCn1ncc(N2CCCC(CC(=O)NCc3ccc(OC)cc3)C2)cc1=O (stereo not given),59%[activator]
CN1C[C@@H](NC(=O)c2ccc(F)cc2)C[C@H]1c1nc(-c2ccc3c(c2)OCO3)no1,12%[176 µM]
CS(=O)(=O)N1CCC2(CCN(c3ccncc3)CC2)CC1,-8%[57.4 µM]

# ALOX12 inh, entries above that show a hit
SMILES,ALOX12 inh
Cc1ccc(S(=O)(=O)NC[C@H]2O[C@@H](CO)[C@@H](O)[C@H]2N2CCN(c3cccc(C(F)(F)F)c3)CC2)cc1,16µM*
